From PubChem BioAssay
Mcl1 Bid PPI – disrupts binding of human Mcl-1 to Bid peptide; 220,000 compounds, 0.97% hits; TR-FRET Mcl-1/Bid-Dy647 peptide binding, 1536-well; inhibition, % at 21.7 µM;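 active = compounds that cut the binding signal by more than half at the single screening dose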;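 also: His-tagged Mcl-1 with europium anti-His antibody binding Bid BH3 peptide; 0% = Mcl-1 plus peptide wells and 100% = peptide-only wells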
Target sequence (Q07820 whole entry, looked up): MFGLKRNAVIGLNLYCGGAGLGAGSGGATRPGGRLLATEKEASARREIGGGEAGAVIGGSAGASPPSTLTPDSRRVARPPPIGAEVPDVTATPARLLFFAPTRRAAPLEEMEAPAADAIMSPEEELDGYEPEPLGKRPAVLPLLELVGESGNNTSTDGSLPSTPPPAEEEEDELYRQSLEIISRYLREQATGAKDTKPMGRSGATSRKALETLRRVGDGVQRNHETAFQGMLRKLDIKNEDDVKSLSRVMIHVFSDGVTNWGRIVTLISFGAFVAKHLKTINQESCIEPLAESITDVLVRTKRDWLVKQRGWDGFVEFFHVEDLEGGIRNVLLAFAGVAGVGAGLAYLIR
Avidin fluor – avidin bead compound fluorescence profile | Avidin beads, compound fluorescence 488/530 nm, flow cytometry; hits give high values | fluorescence (KMESF) at 10 µM | 220,000 compounds, 0.38% hits | AID 1775; in the data active = fluorescence above about 47; also: inactives centre near 10
Bim-Mcl-1 – disrupts Bim peptide binding to human Mcl-1. Q07820. Bead-based flow cytometry, Bim peptide-Mcl-1 binding. inhibition, % at 10 µM. 190,000 compounds, 0.1% hits. AID 1009; in the data active = inhibition above about 40%;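 also: 0% = no compound tracer wells and 100% = peptide blocker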
Pf gamet viab – inhibitors of late stage P. falciparum gametocyte viability; P. falciparum stage V gametocytes, ATP luminescence, 24 h; inhibition, % at 10.9 µM; 150,000 compounds, 0.065% hits;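 active = inhibition above the mean plus 3 SD of compounds within the control limits, set per campaign, cut at about 38% in these data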;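 also: 0% = DMSO wells and 100% = medium only without gametocytes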
Rac1 act GTP bind – human Rac1 activated mutant GTP binding change; percent activity (GTP binding), % at 10 µM; P63000; AID 764; GST-Rac1 activated beads, fluorescent GTP binding, flow cytometry; actives lie on both sides; 100% means binding = to untreated wells; 190,000 compounds, 0.11% hits;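 active = GTP binding at least 20 percentage points away from the 100% baseline, in either direction, so actives lie on both sides; inconclusive = Compound likely fluorescent itself, or too few beads counted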
Cdc42 wt – human Cdc42 wildtype GTP binding change, either direction. P60953. GST-Cdc42 beads, Bodipy-GTP binding, flow cytometry; actives lie on both sides. percent activity (GTP binding), % at 10 µM. 190,000 compounds, 0.2% hits;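 active = percent activity GTP binding at least 20 points away from the 100% baseline, either down as inhibitor or up as activator; inconclusive = compound flagged as likely green fluorescent from well-wide comparison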;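 also: median bead fluorescence of bound Bodipy-FL-GTP at 100 nM; 0% = excess unlabeled GTP control and 100% = no compound control; below 100% means less GTP binding so inhibitor and above means activator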
Target sequence (P60953 whole entry, looked up): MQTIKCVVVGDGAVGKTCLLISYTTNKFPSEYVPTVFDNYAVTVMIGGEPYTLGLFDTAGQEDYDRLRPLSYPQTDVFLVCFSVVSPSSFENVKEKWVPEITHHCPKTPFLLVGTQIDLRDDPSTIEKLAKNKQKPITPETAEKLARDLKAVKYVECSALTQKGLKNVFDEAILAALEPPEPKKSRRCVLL
HRas wt GTP bind – human HRas wildtype GTP binding, change in either direction | P01112 | GST-Ras wt beads, Bodipy-FL-GTP binding, flow cytometry; actives lie on both sides | GTP binding activity, % at 10 µM | 190,000 compounds, 0.14% hits | AID 759;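 active = GTP binding activity at least 20% away from the 100% baseline, either lowered as inhibitor or raised as activator; inconclusive = flagged as likely green fluorescent, judged across all proteins in the well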;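 also: 0% = unlabeled GTP competition control and 100% = no-compound control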
Target sequence (P01112 whole entry, looked up): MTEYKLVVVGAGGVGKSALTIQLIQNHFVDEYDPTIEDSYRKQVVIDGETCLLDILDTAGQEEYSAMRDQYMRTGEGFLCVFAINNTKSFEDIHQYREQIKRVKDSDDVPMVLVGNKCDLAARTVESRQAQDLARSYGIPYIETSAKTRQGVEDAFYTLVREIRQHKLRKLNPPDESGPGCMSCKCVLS
Rab2A wt mod – changes GTP binding to wildtype dog Rab2A, up or down; AID 760; GST-Rab2 wt beads, Bodipy-GTP binding, flow cytometry; GTP binding activity, % at 10 µM; 190,000 compounds, 0.19% hits;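 active = GTP binding activity at least 20 points away from 100%, either lowered or raised; inconclusive = signal likely due to the compound's own green fluorescence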;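 also: 0% = beads with excess unlabeled GTP and 100% = no-compound control corrected for plate trend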
Rac1 wt modul – human Rac1 wildtype GTP binding, inhibitors and activators | AID 757 | GST-Rac1 beads, fluorescent GTP binding, flow cytometry; actives lie on both sides; 0 = cold GTP competed, 100 = untreated | 190,000 compounds, 0.27% hits | GTP binding activity (% of control), % at 10 µM;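 active = GTP binding activity at least 20 points away from the 100% control level, either lower or higher; inconclusive = compound flagged as likely green fluorescent, judged across all proteins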
Rab7 wt modul – dog Rab7 wildtype GTP binding, inhibitors and activators; GST-Rab7 beads, fluorescent GTP binding, flow cytometry; actives lie on both sides; untreated = 100%, excess cold GTP = 0%; 190,000 compounds, 0.055% hits; GTP binding activity (percent of control), % at 10 µM; AID 758;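 active = fluorescent GTP binding to Rab7 beads changed by at least 20 points from the 100% baseline, either direction, mostly lower; inconclusive = compound itself probably fluorescent, or too few beads counted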;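 also: median green fluorescence of bound Bodipy-FL-GTP per Rab7 bead population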
Mcl1 Noxa PPI – disrupts binding of human Mcl-1 to Noxa peptide | inhibition, % at 21.7 µM | Q07820 | TR-FRET Mcl-1/Noxa peptide binding, 2 h | AID 1022 | 220,000 compounds, 1.5% hits;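 active = compounds that cut the protein-peptide binding signal by more than 50% relative to plate controls in a single-dose test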;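 also: His-tagged Mcl-1 with rhodamine Noxa BH3 peptide and terbium anti-His antibody; 0% = Mcl-1 plus Noxa peptide wells and 100% = peptide-only wells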
Numbers without * were called inactive; ? = inconclusive; / = not tested or not shown; [ ] = another dose, or the depositor's remark.

Structure,Mcl1 Bid PPI,Avidin fluor,Bim-Mcl-1,Pf gamet viab,Rac1 act GTP bind,Cdc42 wt,HRas wt GTP bind,Rab2A wt mod,Rac1 wt modul,Rab7 wt modul,Mcl1 Noxa PPI
CCC(=O)N(Cc1cc2cc(C)c(C)cc2[nH]c1=O)C1CCCCC1,3,16,-2,/,98,102,101,102,107,102,0
COc1ccccc1NC(=O)Nc1nc(C(C)(C)C)cs1,2,24,0,15,97,97,98,98,98,103,15
CCOc1ccccc1-n1nnnc1SCC(=O)NC(=O)NCc1ccco1,-83,25,2,-28,97,105,100,97,101,96,53*
CCN1C(=O)c2cccc3c(S(=O)(=O)NCCCN4CCOCC4)ccc1c23,-33,17,0,/,102,106,106,106,103,106,17
CCN1CCN(c2nc3c(c(=O)n(C)c(=O)n3C)n2Cc2cccc3ccccc23)CC1,-27,11,-6,/,101,116,108,111,120*[activator],102,19
COc1ccc2[nH]c(=O)c(C(c3nnnn3CC3CCCO3)N3CCCCC3)cc2c1 (centres undefined),-1,16,0,10,93,96,96,101,97,106,4
COc1cccc(C2N(c3cccc(Cl)c3)C(=O)C3CCCN32)c1OC (centres undefined),-4,8,0,/,98,103,100,100,102,98,12
CC1(C)CC(N2CCOCC2)=CC(=[N+]2CCOCC2)C1,-20,22,0,2,97,95,97,98,99,101,10
N#Cc1c(-c2ccccc2)nc(-c2ccccc2)[nH]c1=O,11,14,-1,-10,93,91,94,91,92,91,-7
CC(C)=CCN1CCN(Cc2cc(C(C)C)n[nH]2)CC1CCO (centres undefined),-6,9,-3,6,97,98,98,97,102,98,0
CCC(C)(C(=O)NC1CCCC1)N(C)C(=O)c1ccccn1 (centres undefined),-24,10,0,-14,98,97,97,98,100,95,8
COc1ccc(S(=O)(=O)CCC(=O)NCCc2cccc(C)c2)cc1,2,31,2,/,100,104,100,101,106,101,8
COc1cc(-n2nnnc2SCC(=O)N2CCN(c3ccc(F)cc3)CC2)c(OC)cc1Cl,-23,13,-2,-23,103,106,103,104,107,102,-13
CCOC(=O)C1(C)Oc2ccc(S(=O)(=O)CC)cc2NC1=O (centres undefined),-23,11,0,26,96,95,97,96,100,94,-6
CNC(=O)CSc1nnc(-c2ccccc2)n1C,5,9,1,/,97,103,101,100,104,96,18
Cc1ccc(NC(=S)NCc2cccn2C)cc1,-25,9,-3,/,104,106,105,103,109,102,2
CCn1c(CCNC(=O)c2ccc(OC)cc2)nnc1SCC(=O)Nc1ccccc1F,5,10,-3,3,94,99,98,98,101,95,14
O=C(N/C(=C\c1cccnc1)c1nc2ccccc2[nH]1)c1cccc(Br)c1,-1,4,0,/,100,103,103,102,105,101,6
CCCc1cc(=O)oc2cc(OCc3cc(OC)c(OC)c(OC)c3)c(Cl)cc12,-6,8,-3,/,98,102,103,102,109,104,11
Clc1ccc(-c2cc(COc3ccc4ccccc4c3)no2)cc1,-5,10,0,/,93,96,96,92,97,97,5

Remaining list, next part
Structure,Mcl1 Bid PPI,Avidin fluor,Bim-Mcl-1,Pf gamet viab,Rac1 act GTP bind,Cdc42 wt,HRas wt GTP bind,Rab2A wt mod,Rac1 wt modul,Rab7 wt modul,Mcl1 Noxa PPI
CCCCOCCCNC(=O)Cc1ccccc1OC,5,23,-4,/,98,101,102,100,103,99,2
CCOc1ccc2nc(NCCNC(=O)Nc3ccccc3)c(C#N)cc2c1,-14,10,-1,-4,98,101,98,97,96,97,22
CCS(=O)(=O)N1Cc2ccccc2CC1C(=O)Nc1nc2ccccc2s1 (centres undefined),-6,14,-2,/,101,103,103,102,105,100,22
COc1cc(OC)cc(C(=O)NNC(=O)Cc2ccc(OC)c(S(=O)(=O)N3CCOCC3)c2)c1,-25,6,-3,/,98,102,99,100,103,99,-7
Cc1cc(NC(=O)CSc2ncnc3sccc23)no1,-10,8,-1,9,94,96,96,100,98,95,7
Cc1c(Cl)cccc1NC(=O)CCCCCN1C(=O)CCC1=O,-13,4,-5,14,95,100,98,97,96,98,8
Cc1ccc(CCN2C(=O)CCC2(C)C(=O)NC2CCCC2)cc1 (centres undefined),-7,6,-5,/,95,100,100,100,104,101,-11
Cc1ccccc1C(=O)NC1CCN(CC(=O)Nc2nccs2)CC1,-1,7,1,/,101,106,102,100,105,101,-1
N#Cc1c(-c2ccc(Cl)cc2)ccn2nc(C3CCCCC3)nc12,-17,7,-4,/,97,99,100,102,103,103,-5
CCN(CC)c1ccc(NS(=O)(=O)c2ccc3c(c2)oc(=O)n3C)c(C)c1,-39,7,-1,/,96,96,99,99,97,101,27
Fc1ccc(Nc2nc3ccccc3s2)cc1,-6,27,-4,-12,?,?,?,?,?,?,7
O=C(/C=C/c1cccc(Cl)c1)Nc1ncccn1,8,11,-8,/,100,104,100,99,105,100,-5
CC(=O)c1ccc(N2CCN(C(=S)Nc3ccccc3C(F)(F)F)CC2)cc1,-13,11,2,-5,95,98,102,103,100,107,23
O=C(CSc1nc2c(cnn2-c2ccccc2)c(=O)[nH]1)N1CCOCC1,-1,10,-3,6,100,104,103,104,102,97,18
c1ccc(N2CCN(Cc3cnc(N4CCOCC4)s3)CC2)cc1,-23,18,-2,10,94,92,94,97,96,107,11
CC(C)NC(=O)c1n[nH]c(=O)c2ccccc12,0,11,3,/,99,100,100,98,100,99,17
CCNc1nc(NCC)nc(N/N=C(\C)c2ccc(OC)cc2)n1,-18,19,0,/,96,96,98,99,100,105,-9
COC(=O)c1cc(C(=O)OC)cc(N2C(=O)CC(Sc3nc(C)cc(C)n3)C2=O)c1 (centres undefined),-11,28,2,/,101,105,102,101,107,99,8
CN(C)CCCn1c(SCC(=O)N2c3ccccc3Sc3ccccc32)nc2ccccc2c1=O,-12,25,-3,-8,102,100,105,102,107,101,13
Nc1nc(CN2CCN(c3ccc(F)cc3)CC2)nc(N2CCCc3ccccc32)n1,-92,22,0,-15,92,92,95,93,94,94,3

(listing goes on)
Structure,Mcl1 Bid PPI,Avidin fluor,Bim-Mcl-1,Pf gamet viab,Rac1 act GTP bind,Cdc42 wt,HRas wt GTP bind,Rab2A wt mod,Rac1 wt modul,Rab7 wt modul,Mcl1 Noxa PPI
Cc1[nH][nH]c(=O)c1C(c1ccc(-c2ccc(C(=O)O)cc2)o1)c1c(C)[nH][nH]c1=O,-40,8,7,5,88,91,91,92,85,93,24
COc1ccc(C(=O)N/C(=C\c2ccco2)C(=O)NCCCn2ccnc2)cc1,-14,6,-3,-6,?,?,?,?,?,?,12
COc1cccc(NC(=O)C2CCCN(S(=O)(=O)c3cccc4nonc34)C2)c1 (centres undefined),7,8,-1,/,94,95,93,99,97,96,-9
O=C(COc1cccnc1[N+](=O)[O-])N1CCc2ccccc2C1,7,7,-3,-8,96,97,97,95,99,95,-3
O=S(=O)(C/C(=C/CO)S(=O)(=O)c1ccccc1)c1ccccc1,3,6,1,-3,95,98,101,99,105,100,21
CC1CCN(C(=O)CN(CCc2ccccc2)S(C)(=O)=O)CC1,-15,18,0,23,98,106,105,102,108,108,11
Cc1cnc(C(=O)OCC(=O)Nc2cccc(Cl)c2)cn1,7,11,-5,/,92,97,98,95,95,95,2
COc1ccc(/C=C/C(=O)N2CCCC2)cc1OC,-2,10,-2,-8,98,101,99,99,103,107,-4
COc1ccccc1NC(=S)NCc1cccnc1,-60,8,-4,-7,98,99,98,100,99,100,3
COc1ccc(C2C=C(C34CC5CC(CC(C5)C3)C4)NC(=S)N2)cc1 (centres undefined),-80,3,-32,2,99,96,98,94,101,95,-5
COC(=O)c1ccc(C2NC(=O)NC(C)=C2C(=O)N(C)C)cc1 (centres undefined),-5,18,0,/,103,97,98,98,99,95,8
CC(C)(C)c1cc[n+](CC(=O)Nc2cc(C(F)(F)F)ccc2N2CCOCC2)cc1,-12,8,-1,-1,94,96,94,95,96,94,3
CC1(C)CC(=O)c2sc(NC(=O)C(C)(C)C)nc2C1,-2,8,-3,11,98,100,101,101,101,101,-3
COCCN1CCc2[nH]c(=S)[nH]c(=O)c2C1,-20,10,-6,-2,97,96,96,96,95,96,6
CCOC(=O)c1c(NC(=O)CN2C(=O)NC(C)(c3ccc(Cl)cc3)C2=O)sc(C(=O)NC)c1C (centres undefined),-23,2,-30,18,100,97,98,96,102,104,-68
Cc1cccc(C(=O)Oc2ccccc2-c2nnco2)c1,0,13,0,/,92,96,96,96,96,95,7
O=C(CSCC(=O)OCn1nnc2ccccc2c1=O)Nc1ccc(Cl)cc1,-3,16,-2,/,100,102,103,104,102,97,27
Cc1c(NC(=O)/C(=C\c2ccccc2)NC(=O)c2ccccc2)c(=O)n(-c2ccccc2)n1C,-4,21,4,-15,98,107,107,99,113,103,12
COc1cccc2c(SCC(=O)N/N=C/c3ccc(O)cc3O)cc(C)nc12,-67,11,15,-39,83,66*,72*,66*,66*,85,-2
Cc1ccc(C(C2=C(O)CC(C)(C)CC2=O)C2C(=O)CC(C)(C)CC2=O)s1 (centres undefined),3,8,-1,10,97,97,94,96,97,99,10

(continued)
Structure,Mcl1 Bid PPI,Avidin fluor,Bim-Mcl-1,Pf gamet viab,Rac1 act GTP bind,Cdc42 wt,HRas wt GTP bind,Rab2A wt mod,Rac1 wt modul,Rab7 wt modul,Mcl1 Noxa PPI
CC(C)CC(=O)Nc1ccc(Oc2ccc(NC(=O)CC(C)C)cc2)cc1,-5,4,7,-6,97,98,100,99,102,99,9
COc1cc(/C=C2\SC(=Nc3c(C)n(C)n(-c4ccccc4)c3=O)NC2=O)ccc1O,-35,2,0,-2,98,99,100,98,101,97,51*
COc1ccccc1N1CCN(C(=O)c2ccc(Br)s2)CC1,-8,14,-3,/,99,105,101,102,106,99,-3
Cc1cccc(CN2CCN(CC(=O)NCCCN3CCN(c4ccc(F)cc4)CC3)C2=O)c1,-52,37,-5,-13,97,100,98,97,101,97,15
O=C(N/N=C/c1ccc(Cl)cc1)Nc1ccccc1,-36,10,0,/,100,105,104,106,103,100,-6
O=C(/C=C/c1cccs1)Nc1ccc(N2CCOCC2)c(S(=O)(=O)Nc2cc(Cl)ccc2Cl)c1,1,10,0,-9,98,99,97,97,100,98,12
COC(=O)C1=C(C)N(C)C(C)=C(C(=O)OC)C1c1ccc(Cl)cc1,-79,6,-3,13,99,102,104,100,108,103,-4
COc1ccc(C(=O)N/N=C/c2sc(N3CCOCC3)nc2-c2ccccc2)cc1OC,-53,15,1,1,96,94,98,94,98,102,1
CCCCN(CCCC)C(=S)NC(=O)C(C)(C)C,-29,2,-4,-6,102,103,102,101,104,99,20
CC(=O)c1c(C)[nH]c(C(=O)NCCc2ccccc2)c1C,-41,9,-1,13,101,102,101,101,105,99,-2
